PI4K2A block = qHTS for small molecular inhibitors of PI4K2A; Phosphatidylinositol 4-kinase type 2-alpha (Homo sapiens), Q9BTU6; purified PI4K2A, ADP-Glo luminescence, 1 h; active compounds read low; activity change, negative = inhibition, % at 76.9 µM; 420,000 tested, 0.13% active; AID 1346378, 2018; in the data active means activity change below about -50%; inconclusive means mostly about -30% to -49%;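 further: -100% = wells without enzyme as full effect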
Target sequence (Q9BTU6 whole entry, looked up): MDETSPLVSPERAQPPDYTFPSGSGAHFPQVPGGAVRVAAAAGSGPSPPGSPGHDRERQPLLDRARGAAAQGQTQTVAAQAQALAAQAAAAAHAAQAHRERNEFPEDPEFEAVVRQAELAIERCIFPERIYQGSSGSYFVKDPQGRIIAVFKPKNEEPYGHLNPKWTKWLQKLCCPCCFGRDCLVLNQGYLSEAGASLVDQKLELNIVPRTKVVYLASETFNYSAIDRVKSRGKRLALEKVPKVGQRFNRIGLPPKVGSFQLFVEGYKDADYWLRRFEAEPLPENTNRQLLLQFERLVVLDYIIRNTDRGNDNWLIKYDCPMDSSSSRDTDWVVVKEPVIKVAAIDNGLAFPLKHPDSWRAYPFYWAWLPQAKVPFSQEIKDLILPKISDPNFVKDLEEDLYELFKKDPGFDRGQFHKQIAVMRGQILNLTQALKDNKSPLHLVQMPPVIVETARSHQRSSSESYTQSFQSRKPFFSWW
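PI4K2A activity was measured by ADP-Glo luminescence: enzyme (4 ug/mL stock) and phosphatidylinositol (1.2 mM stock) in Tris pH 7.5/MgCl2/EGTA/Triton X-100 buffer were reacted with ATP (300 microM stock) for one hour at ambient temperature.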
Vif-A3F inh = qHTS for Inhibitors of Vif-A3F Interactions: qHTS; AID 602313, 2012; 390,000 tested, 0.2% active; Potency, µM (top dose mostly 46.1 µM), for the others: top-dose activity, negative = active; HeLa A3F-eYFP + Vif (tagged APOBEC3F with the HIV-1 protein that degrades it), YFP fluorescence increase; further: potency means the concentration at half of the fitted maximal effect; % of control where 0% means no effect; nearly all actives have a fitted effect of over 65% in size
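HeLa cells stably expressing A3F-eYFP plus Vif, plated and incubated overnight at 37 deg C, then exposed to compounds overnight at 37 deg C. Blocked degradation read as raised yellow fluorescence (Ex 488/Em 500-530).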
Vif-A3G inh = qHTS for Inhibitors of Vif-A3G Interactions: qHTS; 410,000 tested, 0.076% active; HeLa A3G-eYFP + Vif (tagged APOBEC3G with the HIV-1 protein that degrades it), YFP fluorescence, overnight; Potency, µM (top dose mostly 46.1 µM), for inactives: at the highest dose activity, negative = active, hits mostly inhibitors; AID 602310, 2012; DNA dC->dU-editing enzyme APOBEC-3G (Homo sapiens), Q9HC16;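 further: potency means the concentration at half of the fitted maximal effect; on the % scale 0 is the no-effect control and ±100 the full control effect; nearly all actives have a fitted effect of over 60% in size; hits raise eYFP signal because A3G escapes Vif-driven loss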
Target sequence (Q9HC16 whole entry, looked up): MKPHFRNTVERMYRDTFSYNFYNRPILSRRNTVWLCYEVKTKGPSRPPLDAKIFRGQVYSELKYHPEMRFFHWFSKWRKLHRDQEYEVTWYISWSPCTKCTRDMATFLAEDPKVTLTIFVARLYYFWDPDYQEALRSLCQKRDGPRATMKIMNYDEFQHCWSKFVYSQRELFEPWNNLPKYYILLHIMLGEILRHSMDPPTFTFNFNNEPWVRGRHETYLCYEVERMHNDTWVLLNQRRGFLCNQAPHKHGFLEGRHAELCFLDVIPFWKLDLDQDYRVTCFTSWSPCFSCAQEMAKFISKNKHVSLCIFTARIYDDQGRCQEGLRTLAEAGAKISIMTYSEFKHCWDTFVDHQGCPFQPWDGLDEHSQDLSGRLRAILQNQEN
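Read-out is eYFP fluorescence (Ex 488/Em 500-530) from Vif-expressing HeLa A3G-eYFP cells; more signal means A3G escaped Vif-mediated degradation. Cells plated overnight, compound pinned in, incubated overnight at 37 deg C.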
GRP78 ERSR act = qHTS for Inducers of the Endoplasmic Reticulum Stress Response (ERSR) in Human Glioma: qHTS; U87-MG GRP78 promoter luciferase reporter, 16 h; Potency, µM, for the others: top-dose activation, usual class: activators; 420,000 tested, 0.02% active; further: potency means the concentration at half of the fitted maximal effect; series mostly up to about 76 µM; % of control where 0% means no effect; nearly all actives have a fitted effect of over 35% in size
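Stably transfected U87-MG human glioma cells carrying a GRP78-based luminescent sensor were seeded at 1000 cells/well, pin-dosed with compounds and incubated 16 h. Luciferase reagent was then added, and end-point luminescence was read after 10 min at room temperature.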
RXFP1 agonist = qHTS Assay for Agonists of the Relaxin Receptor RXFP1 | 370,000 tested, 0.3% active | AID 2676, 2010 | Potency, µM (doses to about 57.5 µM), without a hit: at the top dose activation, usual class: activators | HEK293T-RXFP1 cAMP TR-FRET, 30 min; response scale: percent of porcine relaxin response, buffer zero; further: potency means the concentration at half of the fitted maximal effect; on the % scale 0 is the no-effect control and ±100 the full control effect; nearly all actives have a fitted effect of over 60% in size; many of its hits are not listed in these tables
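Agonist response is measured as cAMP accumulation in an RXFP1-transfected HEK293T line under PDE4 inhibition. Values are scaled between buffer-only and 29 nM porcine relaxin, and EC50s come from standard Hill equation fits.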
TrxR1 substrate = qHTS Assay for Substrates of Mammalian Selenoprotein Thioredoxin Reductase 1 (TrxR1): qHTS; AID 588456, 2011; 390,000 tested, 0.01% active; Potency, µM (titrated, usually from 114 µM), for the others: at the highest dose activity change, negative = substrate turnover; purified TrxR1 substrate turnover, NADPH consumption readout; Thioredoxin reductase 1, cytoplasmic (Rattus norvegicus), O89049; further: potency means the concentration at half of the fitted maximal effect; on the % scale 0 is the no-effect control and ±100 the full control effect; nearly all actives have a fitted effect of over 50% in size
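Rat TrxR1, dispensed at 90 nM, was prereduced with 400 uM NADPH (final) for 5 min at ~22 deg C, then incubated with compound 15 min before 400 uM selenite. A first-read NADPH fluorescence drop versus no-compound background flagged substrates.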
USP1-UAF1 inh = Inhibitors of USP1/UAF1: Primary Screen | Ubiquitin carboxyl-terminal hydrolase 1 (Homo sapiens), O94782 | recombinant USP1/UAF1, Ub-Rhodamine cleavage fluorescence | Potency, µM (highest dose often 57.1 µM), for inactives: at the highest dose activity change, negative = inhibition, hits mostly inhibitors | 390,000 tested, 0.23% active; further: potency means the concentration at half of the fitted maximal effect; on the % scale 0 is the no-effect control and ±100 the full control effect; nearly all actives have a fitted effect of over 60% in size; inactives centre near -12
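USP1/UAF1 complex at 1 nM was preincubated with compound for 15 min at room temperature, then Ub-Rho substrate (150nM final) was added. Fluorescence (480/540 nm) was read kinetically, 6 reads every 60 seconds.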
LDHA inh = qHTS assay for inhibitors of human lactate dehydrogenase | L-lactate dehydrogenase A chain (Homo sapiens), P00338 | purified LDHA, NADH/diaphorase-resazurin fluorescence; active compounds read low | activity change, % (values are at about 110 or 230 µM) | 480,000 tested, 0.15% active; in the data active means activity change below about -30%; inconclusive means mostly about -25% to -30%;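 further: plate controls were DMSO wells for no effect and wells without enzyme for full effect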
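Enzyme activity of human lactate dehydrogenase 5 (2 nM; 0.06 mM NADH, 0.2 mM pyruvate, 5 min, RT) is measured via a resazurin/diaphorase fluorescence readout of residual NADH.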
mIDH1 inhibitor = qHTS for Inhibitors of mutant isocitrate dehydrogenase 1 (IDH1): qHTS; 390,000 tested, 0.093% active; Potency, µM (doses to about 76.6 µM), without a hit: at the top dose activity change, negative = inhibition, most hits filed as inhibitors; IDH1-R132H enzyme, NADPH consumption, diaphorase/resazurin fluorescence; further: potency means the concentration at half of the fitted maximal effect; on the % scale 0 is the no-effect control and ±100 the full control effect; nearly all actives have a fitted effect of over 65% in size
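IDH1-R132H (0.5 ug/mL dispensed) in pH 7.5 Tris buffer was preincubated 30 min with compound, then given a substrate mix of 0.016 mM NADPH and 2 mM alpha-KG for 80 min at room temperature; remaining NADPH was read by diaphorase/resazurin fluorescence.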
* = called active by the depositor; ? = inconclusive; / = no result given; & = joins results of further samples; [ ] = remark or other dose. Unless noted, the call rests on the fitted dose curve; in most records, active means well fitted curve in the direction sought with a large enough effect; inconclusive means small, poorly fitted or top-dose-only effect, or another doubt; inactive means no such curve, though single readings can be large; an effect the other way counts as inactive or inconclusive. The list is partial; the hit share may differ from the screen's.

SMILES	PI4K2A block	Vif-A3F inh	Vif-A3G inh	GRP78 ERSR act	RXFP1 agonist	TrxR1 substrate	USP1-UAF1 inh	LDHA inh	mIDH1 inhibitor
CC1(C(=O)NS(=O)(=O)c2ccc(C#N)cc2)CCN1C(=O)CCc1ccc(Cl)cc1Cl (stereo not drawn)	2	/	4%	-1%	/	/	/	-4	/
COC(=O)Cn1cc(/C=C(/C#N)C(=O)N2CCOCC2)c2ccccc21	3	-14%	-6%	7%	-0.5%	-16%[57.1 µM]	-16%	4	0%
CN(C)c1cccc(C(=O)Nc2nc3ccc(S(=O)(=O)N4CCCC4)cc3s2)c1	-5	-4%	-18%	-3%	9.7%	7%[57.1 µM]	-11%	4	2%
CN(CC(=O)c1c(N)n(C)c(=O)n(C)c1=O)c1ccccc1	-6	0%	0%	-4%	?	-3%	3%	8	12%
CC1CCN(CC(=O)Nc2ccccc2C#N)CC1	1	2%	-1%	-2%	3.1%	-5%[57.1 µM]	-15%	-3	7%
CC1(C(=O)NS(=O)(=O)c2ccccc2C(F)(F)F)CCN1C(=O)CC1CCCCC1 (stereo not drawn)	-8	/	-1%	2%	/	/	/	-9	/
O=C(c1ccc(Br)o1)N1CCN(C/C=C/c2ccccc2)CC1	0	4%	1%	-1%	3.3%	-5%	-11%	0	2%
O=C1c2ccccc2C(=O)N1Cc1ccc2c(c1)OCO2	-1	-12%	-1%	-1%	3.3%	1%	-6%	4	-2%
COc1ccc(C(=O)NCCNc2nc3c(C)cccc3cc2C#N)cc1OC	1	3%	2%	-5%	3.1%	26%	-8%	-3	-5%
O=C1c2ccccc2C(=O)N1CCCCSc1nnc(-c2ccc(OC(F)F)cc2)o1	0	-20%	5%	-2%	2.9%	-10%	-19%	-6	4%
O=C(NNC(=O)C12CC3CC(CC(C3)C1)C2)c1ccccc1O	3	-11%	-2%	-2%	1.3%	11%	-1%	15	2%
Cc1ccccc1NC(=O)c1cccnc1	-5	0%	-2%	-6%	-0.3%	-1%	-3%	-5	9%
O=C(NNC(=O)c1cccs1)c1cccnc1	1	0%	0%	-3%	3.1%	-10%	-20%	-11	-3%
COc1cc2c(cc1OC)CN(C(=S)NC(=O)c1ccccc1)CC2	4	-11%	-3%	0%	2.8%	-15%[57.1 µM]	-10%	-5	7%
COc1cccc(CNC(=O)c2ccc(NC(=O)C3=CSCCO3)cc2)c1	-16	-10%	-3%	3%	0.1%	-5%	4%	0	1%
CCOc1ccccc1C(=O)NN1C(=O)CCC1=O	0	-9%	1%	-3%	-0.1%	-6%[57.1 µM]	-10%	-2	0%
Cc1cc(C)c[n+](-c2nc([O-])sc2C=O)c1	5	6%	0%	-3%	-1.0%	-2%[57.1 µM]	-6%	2	13%
Cc1cn2c(=O)cc(COC(=O)c3ccc(NC(=O)COc4ccccc4F)cc3)nc2s1	3	0%	-2%	-2%	6.3%	-6%[57.1 µM]	-15%	-3	8%
C=CCNC(=S)NNC(=O)c1ccncc1	1	0%	0%	1%	0.8%	-2%	-20%	-1	0%
O=C(C1CC1)N1CCN(c2nc3c(F)cc(F)cc3s2)CC1	6	-4%	-2%	0%	0.1%	-5%[57.1 µM]	-29%	-4	6%
O=C1OC(/C=C/c2ccc(Cl)cc2)=NC/1=C/c1ccco1	31	0%	1%	-4%	1.1%	-11%	-16%	-8	-3%
CCC(C)Nc1ccc(NC(C)CC)cc1 (stereo not drawn)	-16	-1%	-7%&11%	-11%&-11%	-3.2%	?	?	5&15	6%
O=CN1CCN(C(=O)c2ccc([N+](=O)[O-])cc2)CC1	-4	9%	0%	-5%	6.1%	-2%	-5%	3	1%
COCCN1C(=O)C(=O)/C(=C(/O)c2ccc(OC(C)C)cc2)C1c1cccnc1 (stereo not drawn)	0	1%	2%	-3%	?	-5%	-8%	-15	14%
CCN1C[C@@H]2[C@@H]3C(=O)N(C)C(=O)[C@@H]3[C@](C)(C(=O)OC)N2C1=NC	-2	0%	5%	-2%	/	4%	-21%	-5	4%[38.3 µM]
CC(C)C(=O)N1CCN(c2ccccc2NC(=O)c2ccc(C#N)cc2F)CC1	2	-2%	-3%	-2%	0.4%	3%[57.1 µM]	-17%	-5	0%
Cc1ccc(N2C(=O)C(CC(=O)Nc3cccc(F)c3)N(CCc3ccncc3)C2=O)cc1 (stereo not drawn)	-3	8%	1%	-1%	-0.8%	-1%	0%	-8	0%
C#CCOCCOCCOCCNc1nc(N2CCN(C(=O)Cn3cc(CCO)nn3)CC2)nc(N2CCN(C(=O)[C@H](CCCCN)n3cc(CC(C)O)nn3)CC2)n1 (stereo partly drawn)	-5	-5%	2%	-5%	/	-2%	-14%	-1	-2%[38.3 µM]
Oc1cc(O)c2c(c1)OC(c1ccc(O)c(O)c1)C(O)C2 (stereo not drawn)	-7	-2%	0%	-4%&-3%	4.5%	5%	-24%	1	-6%
CCC(=NCCN1CCNCC1)C1=C(O)CC(C)(C)CC1=O	6	1%	-4%	-1%	0.6%	2%[57.1 µM]	-8%	5	3%
Cc1ccccc1C(=O)NC(=S)Nc1ccc(S(=O)(=O)N(C)c2ccccc2)cc1	4	-9%	0%	-5%	0.5%	-7%	-14%	-10	-3%
C=CCC(CC=C)(C(=O)O)c1ccccc1	2	2%	-1%	-3%	0.1%	5%[57.1 µM]	-10%	-3	1%
O=C(CN1C(=O)CSc2ccc(S(=O)(=O)N3CCCC3)cc21)NCc1ccc(F)cc1Cl	-11	-1%	1%	-3%	-0.3%	-1%[57.1 µM]	-27%	-7	-12%
C=C1C(C(=O)Nc2ccc(OC)cc2)C1C(=O)Nc1ccc(OC)cc1 (stereo not drawn)	3	-21%	-1%	-5%	-2.7%	3%	0%	-7	0%
COc1ccc(NC(=O)CC2SC(=N)N(c3ccccc3)C2=O)c(OC)c1 (stereo not drawn)	3	3%	-4%	1%	-1.0%	-11%[57.1 µM]	-3%	-2	4%
COc1ccccc1NC(=O)c1sc2nc(-c3ccco3)ccc2c1N	-4	-25%	-26%	2%	20%	11%[57.1 µM]	-4%	-5	2%
COc1ccc(C2CC(=O)Oc3cc(C)c(Cl)c(C)c32)cc1 (stereo not drawn)	3	5%	-25%	-2%&-7%	/	-8%	-27%	1	12%
CCOC(=O)c1sc(NC(=O)CCN2CCOCC2)c(C(=O)OCC)c1C	6	-1%	1%	-3%	2.9%	12%[57.1 µM]	-22%	-11	5%
CCOc1ccc(N2C(=O)Nc3ccc(Br)cc3C2(O)C(=O)NCCN(C)C)cc1 (stereo not drawn)	-17	-6%	-2%	-2%	-0.6%	13%[57.1 µM]	0%	-4	6%
CCc1noc(C)c1C(=O)OCC(=O)Nc1ccc(F)cc1Cl	0	-2%	1%	-2%	-1.1%	13%	-14%	-5	4%
N[C@H]1CONC1=O	0&1	-1%	0%	-4%&0%	/	6%[57.1 µM]	-27%	-11	-9%
O=C(N1CCCCC1)N1CCN(S(=O)(=O)c2ccc(Cl)cc2)CC1	-1	15%	-4%	-4%	0.5%	-6%[57.1 µM]	-7%	-2	5%
Cc1nc(-c2ccc(S(=O)(=O)N3CCN(c4ccccc4)CC3)cc2)co1	-5	-6%	2%	-2%	-7.1%	-10%	-7%	-8	0%
O=C(Nc1nnc(S(=O)(=O)N2CCN(c3ccc(F)cc3)CC2)s1)c1ccc(Cl)cc1	3	2%	-1%	-1%	0.3%	20%[11.4 µM]	1%	0	11%
COc1ccc(OC)c(NC(=O)C2CCCC2)c1	1	7%	0%	-4%	2.6%	3%	-1%	-3	5%
COc1ccc(C(=O)NC2CCCCCC2)cc1S(=O)(=O)N1CCOCC1	-3	-15%	0%	-3%	4.5%	-4%	-11%	8	9%
O=C(c1ccc2nc[nH]c2c1)N1CCN(c2ncc(C(F)(F)F)cc2Cl)CC1	-3	-3%	-1%	-3%	0.1%	-11%	-8%	6	0%
COc1ccc(CNC(=O)c2sc(=S)n(-c3ccccc3)c2N)cc1	-3	?	-7%	-6%	-1.1%	2%	-9%	-4	6%
Cc1nn(-c2ccc(N3CCCC3)nn2)c(C)c1CCC(=O)N1CCN(c2ccccc2F)CC1	-9	0%	-2%	-3%	0.1%	4%[57.1 µM]	-12%	-3	-15%
O=[N+]([O-])c1ccc(N/N=C/c2cccnc2)cc1	-1	8%	0%	3%	2.4%	-1%[57.1 µM]	-6%	-7	12%

Screening data: PubChem BioAssay, National Center for Advancing Translational Sciences (NCATS)
